Source: PubChem BioAssay
RSV CPE inhibition: RSV antiviral activity via CPE protection, HEp-2 cells, primary 10 µM value included (AID 2391) | HEp-2 cells, RSV-induced CPE inhibition; higher % means a stronger effect | CPE inhibition, % at 10 µM, or IC50 in µM where a hit was titrated | 0.13% of 310,000 active; in the data active = a potency from the dose series; inconclusive = CPE inhibition mostly from about 23% at the one dose, without a potency; inactive = the rest, 99 in 100 with CPE inhibition below about 21%; also: strong numbers were not always called active
West Nile virus CPE: West Nile virus antiviral activity, cell-based, CPE readout (AID 1621). West Nile virus-infected cells, CPE inhibition; higher % means a stronger effect. CPE inhibition, % at 10 µM; hits with a dose series show IC50 in µM. 0.02% of 290,000 active; in the data active = a potency from the dose series; inconclusive = CPE inhibition mostly from about 3.7% at the one dose, without a potency; inactive = the rest, 99 in 100 with CPE inhibition below about 2.2%; also: strong numbers were not always called active
P. falciparum M17LAP: P. falciparum M17LAP inhibitors, primary screen, biochemical, fluorogenic H-Leu-NHMec substrate, 1536-well (AID 1619) | recombinant M17LAP, H-Leu-NHMec fluorogenic kinetic assay; higher % means a stronger effect | one-dose inhibition, % at 30 µM; IC50 in µM for titrated hits | 0.38% of 220,000 active;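 active = compound inhibiting the enzyme by more than half at any dose during confirmatory dose-response retesting; inconclusive = strong single-dose inhibitors picked by rank but not retested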;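 also: plate controls were full reaction with DMSO carrier for no effect and no enzyme background for full effect; strong numbers were not always called active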
human PMI inhibitors: human PMI inhibitors, high substrate, primary screen, biochemical, fluorescence intensity, high mannose 6-phosphate (AID 1220); recombinant PMI enzyme, coupled fluorescence intensity; higher % means a stronger effect; inhibition, % at 20 µM, or IC50 in µM where a hit was titrated; 0.66% of 190,000 active; Mannose-6-phosphate isomerase (Homo sapiens)
T cell modulator: modulators of CD8 T cell-vesicle binding, primary screen, mouse 2C CD8+ T cells, flow cytometry; 2C CD8+ T cell-vesicle binding; stronger effect = lower value; calls only at 7 µM; 0.068% of 330,000 active;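 active = response, share of CD8 T cells binding vesicles, and their 90th percentile fluorescence all below set limits, cut at about 80% in these data, passing the limit was not always enough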
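Material: murine 2C transgenic CD8+ T lymphocytes / Also added: QL9-peptide-loaded Drosophila micro-vesicles bearing Ld, ICAM-1 and B7-1 / Schedule: binding step 1.5 h, 37 °C, antibody labelling 20 min, ice / Signal: flow cytometry, PE anti-B7-1 (FL2) versus Alexa647 anti-CD8 (FL8), PFA-fixed / Evaluation: percent CD8+ FL2 mean versus row control / Benchmarks: naked versus QL9-loaded vesicles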
P. falciparum M1AAP: P. falciparum M1AAP inhibitors, biochemical, fluorogenic H-Leu-NHMec substrate, 1536-well (AID 1445) | Aminopeptidase N (Plasmodium falciparum (isolate 3D7)) | 0.42% of 220,000 active | inhibition, % at 30 µM, or IC50 in µM where a hit was titrated | recombinant M1AAP, H-Leu-NHMec fluorogenic kinetic assay; higher % means a stronger effect;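 active = primary inhibition above the hit cutoff, then over 50% inhibition at one or more dose response concentrations, cut at about 23% in these data, passing the limit was not always enough; inconclusive = conflicting primary data, or primary hits not chosen for dose response; inactive = low primary inhibition, or under 50% at every dose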;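 also: plate controls were DMSO full reaction for no effect and no enzyme background for full effect; strong numbers were not always called active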
K1F lysis inhibition: inhibition of K1F phage lysis, E. coli UTI89, bacterial capsule biogenesis inhibitors, alamar blue (AID 488966) | inhibition, % at 100 µM, or IC50 in µM where a hit was titrated | E. coli UTI89 K1F phage lysis, alamar blue, 2 h; higher % means a stronger effect | 0.02% of 340,000 active;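 active = phage lysis inhibition, versus mean bacterial control, above a set limit; inconclusive = no clear call, values can overlap the other calls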;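 also: capsule biogenesis inhibitors block K1F phage lysis so surviving cells raise fluorescence; higher fluorescence means more inhibition of phage lysis; actives were called in the ten point dose series up to 300 µM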
human PMI inhibition: inhibitors of human PMI, primary screen, biochemical, fluorescence intensity, coupled assay (AID 1209); Mannose-6-phosphate isomerase (Homo sapiens); purified PMI enzyme, coupled fluorescence intensity; higher % means a stronger effect; inhibition, % at 20 µM; hits with a dose series show IC50 in µM; 0.42% of 190,000 active;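 also: plate controls were DMSO vehicle for no effect and wells lacking substrate for full effect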
TNAP activators: human TNAP enzyme activators, primary screen, biochemical, luminescent, no phosphate acceptor, uHTS (AID 1001); 0.03% of 200,000 active; Alkaline phosphatase, tissue-nonspecific isozyme (Homo sapiens); activation fold at 20 µM; hits with a dose series show EC50 in µM; purified TNAP, luminescent activation assay, no phosphate acceptor; higher activation fold means a stronger effect; in the data active = activation fold from about 3, or a potency from the dose series; inactive = the rest, 99 in 100 with activation fold below about 1.6; also: many of its hits are not listed in these tables
T cell modulator vesicle-bound %: second read-out of T cell modulator, no call of its own (marks repeat the call); double positive events, %; measured here: CD8+ vesicle-bound cell fraction;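 binding gate set so that unloaded-vesicle control wells show 10% double positive cells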
Active calls of the source: *; i = inactive; ? = inconclusive; . = not tested or not shown; [ ] = remark or other dose. Rule as the data show it, unless noted: active = inhibition above about 50%; inactive = the rest. This is a random part of the collection; any-hit rate near 1.5%.

entry	molecule	P. falciparum M17LAP	human PMI inhibitors	T cell modulator	West Nile virus CPE	T cell modulator vesicle-bound %	RSV CPE inhibition	K1F lysis inhibition	human PMI inhibition	P. falciparum M1AAP	TNAP activators
1	CCN1C=C(Cc2cccs2)C2=C(C1)C(c1cccs1)C(C#N)=C(N)O2 (stereo not drawn)	15%	42%	i	-0.3%	25	3.8%	-0.1%	16%	13%	1.1
2	S=c1sc(SCCOc2ccccc2)nn1-c1ccccc1	8%	2%	i	-0.7%	39	4.0%	3.6%	6%	0%	1.1
3	O=C(O)C1OC2OC3(CCCCC3)OC2C2OC3(CCCCC3)OC12 (stereo not drawn)	3%	2%	i	-0.4%	18	1.3%	0.9%	10%	-8%	1.1
4	COc1ccc(NC(=O)c2cc(C)no2)cc1Cl	.	.	i	-0.5%	25	0.2%	0.0%	.	.	.
5	COC(CNC(=O)c1cc(Sc2nnc(C)s2)nc2ccccc12)OC	-1%	11%	i	-0.2%	27	2.6%	0.4%	18%	5%	1.1
6	CCC1=C(OC(=O)N(CC)CC)N2C(=O)OC(=NCC(=O)OC)[C@]2(C)[C@H]2C1=CC[C@H]1C(=O)N(CC(=O)OC)C(=O)[C@H]12	-11%	.	i	0.1%	11	0.4%	0.9%	.	5%	.
7	Cc1ccc(N2CCN(c3ccc(C)cc3)C(CC(=O)O)C2=O)cc1 (stereo not drawn)	16%	-4%	i	-0.9%	40	1.8%	-0.2%	-1%	5%	1.1
8	Fc1cc(F)c2nc(N3CCOCC3)sc2c1	-3%	1%	i	0.4%	47	3.9%	2.9%[50 µM]	13%	-1%	1.5
9	Cc1ccc(S(=O)(=O)N2CCN(C(=O)c3ccccc3)C2)cc1[N+](=O)[O-]	2%	12%	i	0.0%	22	2.2%	1.1%	4%	9%	1.1
10	O=C(OCc1ccc(Br)cc1)c1cnc(Cl)c(Cl)c1	.	.	i	?	8	7.0%	1.4%	.	.	.
11	CC(C)Oc1ccc(Cc2c(O)nc(NCCCN(C)C)[nH]c2=O)cc1	2%	-2%	i	0.1%	33	1.1%	4.4%	-1%	-2%	1.1
12	O=C(Nc1ccccc1)c1ccc(-c2ccc(F)cc2)s1	-3%	-6%	i	0.2%	6	1.8%	-0.8%	-2%	0%	1
13	Cn1c(SCC(=O)NCc2cccs2)nnc1-c1ccc(O)cc1	12%	1%	i	0.5%	45	1.1%	0.3%	9%	2%	1.1
14	CN(Cc1ccccc1)C(=O)N1CCOCC1	7%	.	i	0.0%	33	1.9%	0.0%	.	-2%	.
15	Cc1cccc(C(=O)N2CCN(c3ccc(C(F)(F)F)cn3)CC2)c1C	-3%	-1%	i	-0.6%	13	-0.4%	0.5%	3%	7%	1.2
16	COc1cc(/C=N/NC(=O)c2cccc([N+](=O)[O-])c2)ccc1OC(=O)c1ccco1	0%	-2%	i	0.6%	28	4.5%	-0.7%	-1%	0%	1.2
17	CCOC(=O)c1ccc(NC(=O)CCc2nc(-c3ccccc3Cl)no2)cc1	12%	19%	i	1.2%	62	0.2%	0.1%	21%	5%	1.1
18	Nc1nc(F)nc2c1ncn2[C@@H]1O[C@H](CO)[C@@H](O)[C@H]1O	.	.	i	-1.4%	65	-1.4%	-9.0%	.	.	.
19	CCCc1cc(=O)n2c([nH]c3ccccc32)c1C#N	-12%	26%	i	-0.3%	25	5.8%	0.1%	32%	3%	1
20	O=C(NC1CCN(Cc2ccccc2)CC1)c1ccc2c(c1)[nH]c(=O)n2Cc1ccc(F)cc1	5%	.	i	-1.4%	25	3.1%	4.1%	.	2%	1
21	CCOC(=O)Nc1csnn1	3%	.	.	0.2%	.	.	0.7%	.	1%	.
22	CC(=O)N[C@H]1C[C@@H]1c1ccccc1	1%	15%	i	1.2%	42	0.9%	1.1%	11%	13%	1.1
23	Cc1nn(-c2ccccc2)c(C)c1CCC(=O)O	2%	6%	i	-0.2%	40	0.3%	0.1%	-6%	-3%	1.1
24	COC(=O)CN(c1cc(Cl)ccc1OC)S(=O)(=O)c1ccc(C)cc1	4%	.	i	0.0%	21	2.5%	1.5%	.	-3%	.
25	O=[N+]([O-])c1ccc(C(O)CNC(=S)Nc2ccccc2)cc1 (stereo not drawn)	30%	-4%	i	-0.3%	52	1.2%	-0.4%	-2%	10%	1.1
26	Cc1ccc(NC(=O)CCSCCC(=O)Nc2ccc(C)c(C)c2)cc1C	9%	16%	i	-0.1%	36	2.0%	1.5%	22%	-4%	1.1
27	COc1ccc(N2CCCC2)c(NC(=O)COc2ccccc2Cl)c1	.	.	i	-1.1%	31	0.2%	0.0%	.	.	.
28	Cc1sc2nc(C)n(/N=C/c3ccccc3O)c(=O)c2c1C	3%	0%	i	0.7%	53	-0.6%	-0.7%	5%	0%	1.1
29	CC1CCC(C(=O)NC(C(=O)NCCc2ccc(S(N)(=O)=O)cc2)C(C)C)CC1 (stereo not drawn)	.	.	i	-0.2%	38	-0.6%	0.9%	.	.	.
30	CN(C)CC(O)COC(c1ccccc1)c1ccccc1 (stereo not drawn)	25%	-7%	i	0.4%	65	-1.2%	2.7%	-4%	1%	1.1

New compounds follow.
entry	molecule	P. falciparum M17LAP	human PMI inhibitors	T cell modulator	West Nile virus CPE	T cell modulator vesicle-bound %	RSV CPE inhibition	K1F lysis inhibition	human PMI inhibition	P. falciparum M1AAP	TNAP activators
31	CC(=O)Nc1sc(NC(=O)c2ccccc2)nc1-c1cccs1	10%	-8%	i	-0.2%	8	-1.0%	-0.2%	-6%	7%	1
32	O=C(CCNc1cc(Cl)cc(Cl)c1)c1cccs1	4%	8%	i	-0.4%	17	15%	-0.9%[50 µM]	16%	-2%	1
33	CCCCC(=O)NC1(C(F)(F)F)NC(=O)N(C)C1=O (stereo not drawn)	0%	.	i	0.1%	58	0.4%	0.0%	.	1%	.
34	Cc1ccc(CNC(=O)Cn2c(=O)n(CC(=O)N3CCCCC3)c(=O)c3sccc32)cc1	.	.	i	-0.2%	53	2.0%	0.3%	.	.	.
35	CCN(CC)c1ccc(C(=O)c2ccccc2C(=O)O)c(O)c1	-327%	-2%	i	0.1%	54	-0.8%	0.6%	-20%	9%	1.1
36	CC(CC(=O)NCCc1ccc(S(N)(=O)=O)cc1)c1ccccc1 (stereo not drawn)	.	.	i	-0.4%	33	0.0%	0.6%	.	.	.
37	O=C1[C@@H]2[C@@H]3C[C@@H]([C@H]4ON=C(c5ccc(Cl)cc5)[C@@H]34)[C@@H]2C(=O)N1c1ccc2c(c1)OCO2	5%	11%	i	-0.8%	50	4.3%	-0.3%	13%	-2%	1
38	CCN(CC)CCCNC(=O)c1cc2c(=O)n(CC)c3ccccc3c2s1	.	.	i	1.5%	64	-1.9%	-0.5%	.	.	.
39	CCC(C)C(NC(=O)/C(=C\c1ccccc1)NC(=O)c1ccc(OC)cc1)C(=O)O (stereo not drawn)	2%	-4%	i	0.6%	35	2.1%	3.1%	-8%	-3%	1
40	O=C(CN1CCN(Cc2ccccc2Cl)C1=O)N1CCCCCC1	14%	1%	i	0.2%	30	0.9%	-0.6%[50 µM]	0%	-4%	1.1
41	CCc1nn2c(N3CCOCC3)cc(C)nc2c1-c1ccc(F)cc1	-11%	12%	i	0.7%	19	2.1%	3.5%	17%	3%	1
42	O=C1c2ccccc2C(=O)N1CC1c2ccccc2CCN1S(=O)(=O)c1cnc[nH]1 (stereo not drawn)	-4%	0%	i	0.3%	50	0.9%	5.0%	8%	7%	0.8
43	CC1(C)CC(NC(=O)C23CCC(C)(C(=O)C2=O)C3(C)C)CC(C)(C)N1 (stereo not drawn)	4%	5%	i	-0.2%	62	-0.5%	0.4%	5%	8%	1.1
44	CCOc1cc(C(=O)Nc2ccc(N3CCN(C(C)=O)CC3)cc2)cc(OCC)c1OCC	.	.	i	-0.2%	7	0.5%	-1.4%	.	.	.
45	O=C(Nc1ccc2c(c1)OCCO2)c1ccncc1	-2%	-9%	i	1.2%	43	1.0%	10%	6%	9%	1.1
46	Cc1c(Cl)cccc1N(Cc1ccc(C(=O)O)cc1)S(=O)(=O)c1ccccc1	-1%	3%	i	1.1%	24	1.2%	0.1%	6%	-1%	1
47	COC(=O)c1ccc(NC(=O)c2ccc3nccnc3c2)cc1	.	.	i	0.0%	44	?	0.5%	.	.	.
48	COc1ccc(Cc2nnc(NC(=O)c3ccc(OC)c(OC)c3)s2)cc1OC	4%	-30%	i	0.0%	25	1.8%	0.3%	-31%	3%	1.1
49	Cc1ccc(CNS(=O)(=O)c2ccc(-c3cnc(C4CC4)o3)cc2)cc1	.	.	i	0.1%	25	7.3%	0.6%	.	.	.
50	COc1ccc(-c2sc(Nc3ccccc3)n[n+]2-c2ccc(F)cc2)c(C)c1C	.	.	i	-1.0%	34	41%	0.0%	.	.	.
51	CC(COc1ccc(C(C)C)cc1)NC(=O)c1ccc(Br)o1 (stereo not drawn)	.	.	i	-1.0%	6	6.1%	0.0%	.	.	.
52	Cc1nn(C)c(C)c1/C=N/NC(=O)CCn1cc([N+](=O)[O-])cn1	16%	-3%	i	-0.7%	40	1.1%	4.7%	-4%	0%	1.1
53	CCCCN1C(=O)CCC(C(=O)O)C1c1ccc(OC)cc1 (stereo not drawn)	-7%	-6%	i	0.1%	7	1.1%	0.1%[50 µM]	-12%	3%	1.1
